Source: PubChem (Sanford-Burnham Center for Chemical Genomics)
SENP6 block: blocks the human protease SENP6. Q9GZR1. Recombinant SENP6 catalytic domain, aminoluciferin luminescence. inhibition, % at 10 µM. 330,000 tested, 1.8% active. AID 2599;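 active = inhibition above about 50% at the single tested dose, limit read from the data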;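 note: plate controls were DMSO wells with enzyme for no effect and DMSO wells lacking enzyme for full effect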
Target sequence (Q9GZR1 628-1112 limits assumed): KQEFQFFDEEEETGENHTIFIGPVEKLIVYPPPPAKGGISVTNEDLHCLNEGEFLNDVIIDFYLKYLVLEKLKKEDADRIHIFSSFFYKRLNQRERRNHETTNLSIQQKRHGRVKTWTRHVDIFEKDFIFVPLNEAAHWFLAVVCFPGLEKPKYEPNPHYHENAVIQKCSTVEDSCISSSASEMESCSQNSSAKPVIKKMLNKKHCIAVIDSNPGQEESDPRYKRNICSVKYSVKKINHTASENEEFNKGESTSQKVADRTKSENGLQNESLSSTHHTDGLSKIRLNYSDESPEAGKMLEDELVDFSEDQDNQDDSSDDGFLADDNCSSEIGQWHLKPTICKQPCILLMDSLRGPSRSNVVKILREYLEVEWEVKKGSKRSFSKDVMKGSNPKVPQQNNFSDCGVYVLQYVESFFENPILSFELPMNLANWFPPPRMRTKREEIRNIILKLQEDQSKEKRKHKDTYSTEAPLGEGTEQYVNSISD
MPTP inh: blocks calcium-induced mitochondrial swelling; isolated mouse mitochondria, Ca2+ swelling absorbance, 30 min; inhibition, % at 10 µM; 360,000 tested, 1.4% active; AID 602449;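 active = inhibition of 50% or more, scaled per plate between neutral and stimulator controls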;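 note: 0% = DMSO wells given calcium and 100% = 1 mM EGTA wells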
SENP8 inh: blocks human SENP8 cleavage of Nedd8 substrate | Q96LD8 | recombinant SENP8, Nedd8 substrate fluorescence | inhibition, % at 20 µM | 360,000 tested, 0.64% active | AID 602440; in the data active = inhibition mostly above about 40%, no sharp cut-off; inactive = mostly below about 27%
NR3A LBD binder: modulates the human NR3A ligand-binding domain; NR3A LBD differential scanning fluorimetry, Tm shift; 0% = protein alone, 100% = glycine-bound protein; Tm shift relative to glycine control, % at 25 µM; 340,000 tested, 2.5% active;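 active = melting temperature shift of at least 10% of the positive control shift, at one fixed dose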
SENP1 inh: inhibitors of human SENP1 SUMO protease catalytic domain. Q9P0U3. 360,000 tested, 0.21% active. AID 624204. recombinant SENP1 catalytic domain, CyPet-SUMO1-YPet FRET cleavage. inhibition, % at 10 µM;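 active = inhibition at least 30% at 10 µM, raw YFP signal under a set limit, fluorescence ratio 0.5 to 1.5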;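 note: 0% = enzyme with DMSO and 100% = no enzyme wells; some results filed as inactive read as strong as hits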
Target sequence (Q9P0U3 419-644 limits assumed): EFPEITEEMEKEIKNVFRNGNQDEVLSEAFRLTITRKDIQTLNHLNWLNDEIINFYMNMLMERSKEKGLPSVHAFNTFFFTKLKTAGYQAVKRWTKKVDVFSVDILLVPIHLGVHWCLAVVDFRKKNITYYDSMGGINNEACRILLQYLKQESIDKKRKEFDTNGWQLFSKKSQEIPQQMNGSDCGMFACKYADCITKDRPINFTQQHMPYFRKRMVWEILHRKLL
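Test system: hSENP1 catalytic domain, recombinant; Amount: 20 pM final SENP1 enzyme; Medium: Tris pH 8 buffer plus EDTA, NaCl, BME, BSA, NP40, catalase; Schedule: 50 min enzyme reaction, room temperature, light-protected; Technique: FRET fluorescence in CFP and YFP emission channels; Controls: no-enzyme wells low, DMSO-plus-enzyme wells high control.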
ATG4B inhibitor: blocks human ATG4B protease cleavage of LC3 substrate; Q9Y4P1; ATG4B cleavage of LC3-PLA2, NBD-HPC fluorescence, 1 h; inhibition, % at 8.33 µM; 340,000 tested, 0.51% active; AID 504462; in the data active = inhibition above about 40%
Target sequence (Q9Y4P1 whole entry, looked up): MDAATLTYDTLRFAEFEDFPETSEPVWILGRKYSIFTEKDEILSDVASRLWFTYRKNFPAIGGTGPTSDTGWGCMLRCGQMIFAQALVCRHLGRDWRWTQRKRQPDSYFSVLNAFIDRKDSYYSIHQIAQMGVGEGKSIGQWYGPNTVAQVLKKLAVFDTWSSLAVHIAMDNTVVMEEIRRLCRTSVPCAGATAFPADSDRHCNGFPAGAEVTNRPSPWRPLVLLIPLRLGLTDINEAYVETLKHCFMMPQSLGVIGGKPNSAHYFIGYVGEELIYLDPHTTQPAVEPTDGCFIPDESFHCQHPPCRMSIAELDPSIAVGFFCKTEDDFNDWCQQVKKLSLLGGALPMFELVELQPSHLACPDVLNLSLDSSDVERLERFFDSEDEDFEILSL
hIAP act: increases human intestinal alkaline phosphatase activity | activation factor at 10 µM | 330,000 tested, 0.16% active | purified human IAP, CDP-Star luminescence, 30 min; active compounds read high; 1 = vehicle-only enzyme, 0 = enzyme-free background | P09923;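 active = activation factor of the enzyme at least 2-fold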; note: the source names both 10 and 20 µM as test concentration; values of inactives mirror those of a sister screen read the other way
PfG6PD inh: PfG6PD (Plasmodium falciparum) enzyme inhibition; PfGluPho enzyme, NADPH resazurin-diaphorase fluorescence; 350,000 tested, 0.78% active; inhibition, % at 20 µM;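 active = inhibition reaching at least a set limit at 20 µM in the primary screen, cut at about 59% in these data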;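 note: 0% = DMSO wells with substrate and 100% = DMSO wells lacking glucose-6-phosphate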
Starred values were filed as active, the others as inactive; / = not tested or not shown.

SMILES	SENP6 block	MPTP inh	SENP8 inh	NR3A LBD binder	SENP1 inh	ATG4B inhibitor	hIAP act	PfG6PD inh
Cc1cc(=O)oc2c(C(=O)/C=C\c3cccs3)c(O)ccc12	17	-0.8	-338	-4	-8	0	0.86	6
CCOC(=O)CSc1nc2nc(C)cc(C)n2n1	3	-1.8	7	-1	-1	0	1.1	-6
CCc1cccc(NC(=O)CCS(=O)(=O)c2ccc(Br)cc2)c1	-6	1.8	18	0	0	-15	1.1	12
NC(N)=Nc1nc2ccc([N+](=O)[O-])cc2[nH]1	-3	0.2	9	-11	-2	7	1.2	-8
O=C(NCc1ccc2c(c1)OCO2)C1CC(=O)N(C2CCCCCCC2)C1 (configuration not stated)	-3	2.0	10	4	1	3	1.1	-12
COc1ccc(S(=O)(=O)N2CCC(C(=O)OCC(=O)c3ccccc3)CC2)cc1[N+](=O)[O-]	-17	-11	11	4	3	5	0.99	-9
COc1cc(/C=C/C(=O)OCC(=O)NC2CCS(=O)(=O)C2)ccc1O (configuration not stated)	-6	-0.8	-153	-2	-16	-9	1.1	20
COc1cccc(NC(=O)c2ccc3c(c2)CCCC3)c1	98*	-1.5	4	2	-3	3	0.83	37
COc1ccc(C(=O)Nc2ccccc2N2CCOCC2)cc1Br	-13	0.0	14	0	1	0	1.1	10
COCOCCn1cc(CN2CCS(=O)(=O)N(Cc3ccc(-c4ccc(C)cc4)cc3)C(C(C)C)C2=O)nn1 (configuration not stated)	/	-0.2	21	/	2	/	/	11
CCOC(=O)C(=O)/C(C#N)=C/Nc1ccccc1	-13	-2.5	22	0	11	-1	1.1	-3
COc1cccc(NC(=O)CCC2CCN(Cc3nccs3)CC2)c1	-18	1.3	1	0	0	8	1	-5
O=C(CN1C(=O)NC(c2ccccc2)(c2ccccc2)C1=O)Nc1cccnc1Cl	3	-0.5	-8	-1	2	0	0.92	-3
N/C(=N\NC(=O)c1sccc1OCc1ccc(Cl)cc1Cl)c1ccccn1	-11	-0.2	6	-1	0	-10	1.2	5
CCOC(OCC)c1nc(N)[nH]c(=O)c1CCCCc1ccccc1	/	-1.1	13	-1	2	-3	/	-1
CCC1CN(C(=O)Nc2ccc(C)cc2)c2cc(C)ccc2O1 (configuration not stated)	-14	-0.5	5	-3	2	2	1.1	2
O=[N+]([O-])c1cccc(S(=O)(=O)NCCCn2ccnc2)c1	-2	0.4	6	-2	2	-10	1.3	-12
Cc1ccc(S(=O)(=O)Nc2nnc(C(C)(C)C)s2)cc1	-8	-1.0	6	-1	-1	-4	1.2	41
CCOC(=O)c1c(-c2ccccc2)csc1NC(=O)c1ccc(S(=O)(=O)N2CCOCC2)cc1	-2	2.9	-140	0	-1	-5	1	-1
Cc1ccccc1C(=O)Nc1ccc2c(C#N)c3nc4ccccc4nc3n2c1	41	11	-154	1	-25	-1	0.93	18
CCN(CCn1cccn1)C(=O)c1ccc2nc(Cc3ccc(OC)cc3)oc2c1	-2	-1.4	14	-4	0	13	0.94	-14
COc1ccc(NC(=O)COC(=O)c2cccc(S(=O)(=O)N(C)C)c2)cc1	/	-3.1	2	1	2	-11	/	1
COc1ccc(CN2CCc3ccccc3C2)cc1Br	-13	-0.3	14	4	1	-2	0.81	-3
O=C(CCS(=O)(=O)c1ccc(Br)cc1)Nc1ccc(Br)cc1F	-8	2.8	10	0	0	-3	0.95	-3
COc1ccc(S(=O)(=O)Nc2ccccc2C(=O)N2CCOCC2)cc1Cl	5	1.6	6	1	1	4	1.1	-17

An excerpt from above in order of length of the SMILES, largest number first.
SMILES	SENP6 block	MPTP inh	SENP8 inh	NR3A LBD binder	SENP1 inh	ATG4B inhibitor	hIAP act	PfG6PD inh
COc1ccc(S(=O)(=O)N2CCC(C(=O)OCC(=O)c3ccccc3)CC2)cc1[N+](=O)[O-]	-17	-11	11	4	3	5	0.99	-9
O=C(CN1C(=O)NC(c2ccccc2)(c2ccccc2)C1=O)Nc1cccnc1Cl	3	-0.5	-8	-1	2	0	0.92	-3
COc1cc(/C=C/C(=O)OCC(=O)NC2CCS(=O)(=O)C2)ccc1O (configuration not stated)	-6	-0.8	-153	-2	-16	-9	1.1	20
N/C(=N\NC(=O)c1sccc1OCc1ccc(Cl)cc1Cl)c1ccccn1	-11	-0.2	6	-1	0	-10	1.2	5
O=[N+]([O-])c1cccc(S(=O)(=O)NCCCn2ccnc2)c1	-2	0.4	6	-2	2	-10	1.3	-12
COc1ccc(CN2CCc3ccccc3C2)cc1Br	-13	-0.3	14	4	1	-2	0.81	-3

Next part.
SMILES	SENP6 block	MPTP inh	SENP8 inh	NR3A LBD binder	SENP1 inh	ATG4B inhibitor	hIAP act	PfG6PD inh
Cc1ccc(OCC(O)CNC(C)c2ccccc2)cc1C (configuration not stated)	-6	1.7	-13	2	2	8	1.2	0
CCOCCCn1c(SCC(=O)N2CCOCC2)nc2ccccc2c1=O	-17	-0.1	12	1	3	0	0.97	4
O=C(OCC(=O)N1CCCc2ccccc21)c1cc(S(=O)(=O)N2CCOCC2)ccc1F	0	0.0	11	-1	-3	-4	0.95	5
CSc1nc(N2CCOCC2)cc(N2CCOCC2)n1	5	-0.9	9	-1	0	0	0.92	2
Cc1cccc(CN2CCN(Cc3cccc(-n4cccn4)c3)CC2CCO)n1 (configuration not stated)	-10	-2.1	3	0	-3	2	0.99	1
CCn1nc(C)c([N+](=O)[O-])c1C(=O)NNC(=O)c1ccc(Cl)cc1	-24	-0.5	9	0	-1	-3	0.92	9
O=C(CN1CCOCC1)N1c2ccccc2Sc2ccc(Cl)cc21	/	-0.7	14	/	2	/	/	24
CN(C)c1ccc(S(=O)(=O)NCC(=O)NCc2ccccc2)cc1[N+](=O)[O-]	7	1.1	9	2	-17	-1	0.89	18
O=C1OCCC1Sc1nnc(-c2ccccc2)o1 (configuration not stated)	2	-1.1	27	1	1	-12	1.1	-7
NC(=O)c1ccsc1NC(=O)CN1CCN(S(=O)(=O)c2ccccc2C(F)(F)F)CC1	/	0.5	-6	-7	-1	-7	/	8
CCOc1ncccc1C(=O)OCc1ccc(C#N)cc1	-8	3.2	26	0	3	-2	0.85	0
COc1cc(/C=N/NC(=O)CNc2n[nH]c(=O)[nH]c2=O)ccc1O	-1	-1.5	-19	0	2	-4	0.91	-2
COc1cccc(-c2nc3c(c(=O)[nH]c(=O)n3Cc3ccccc3)n2CCO)c1OC(F)F	-5	-0.5	-13	-1	-6	-2	1.1	-13
COc1cc(CNC2CCCc3ccccc32)cc(OC)c1OC (configuration not stated)	-2	3.1	6	0	4	-3	0.94	5
Oc1ccc(C[C@H]2CNC(=S)N2CC2CCCN2C[C@H](Cc2ccc(O)cc2)N2C[C@H](Cc3ccccc3)N(CCc3ccccc3)C2=S)cc1 (some centres not stated)	/	2.1	4	12*	1	/	/	25
CC(=O)Nc1ccc(NC(=O)c2c(C)nn(-c3ccccc3)c2Cl)cc1C	-17	-1.8	9	-3	3	-3	1.2	24
CCCn1c(N)c(N(CCOC)C(=O)c2ccc(-c3ccccc3)cc2)c(=O)[nH]c1=O	-2	-0.2	0	-2	0	-9	0.85	3
O=C1CCCN1CCCNc1ncnc2sccc12	-21	-2.3	-14	0	-28	-3	1	4
N#CC1CN(Cc2ccccc2)CN(Cc2ccccc2)C1	-8	-0.5	31	-1	2	3	1.1	14
CC1(C)CC(NC(=O)COc2ccc(Cl)cc2Cl)CC(C)(C)N1	3	-2.1	10	-1	1	-3	0.92	11
O=C(CCNS(=O)(=O)c1ccccc1)N1CCCCCC1	4	0.3	2	0	2	-3	1	-7
Cc1ccc(C)c(S(=O)(=O)NCc2ccc(C(=O)N3CCOCC3)cc2)c1	-7	0.0	2	-1	0	-3	1.1	-5
COc1ccccc1OCCNC(=O)c1cccc(S(=O)(=O)NCc2ccccc2)c1	-11	0.8	11	1	1	-4	0.88	-15
COCCC(=O)Nc1ccc2c(c1)CN(C(=O)CCOC)CC2	1	-0.1	14	8	1	5	1.1	-14
O=C(c1cc2cc(Cl)ccc2[nH]1)N1CCN(C(=O)c2ccco2)CC1	-7	-2.1	-7	4	-2	-8	0.92	34
New compounds follow.
SMILES	SENP6 block	MPTP inh	SENP8 inh	NR3A LBD binder	SENP1 inh	ATG4B inhibitor	hIAP act	PfG6PD inh
Cn1c(=O)n(C)c2cc(/C=N/NC(=O)c3ccc(Cl)cc3)ccc21	-18	0.9	-372	-1	0	-2	1	10
COc1ccc2sc(-c3ccccc3OC)c(-c3ccc(OC)c(F)c3)c2c1	-4	0.4	-30	-3	4	-11	0.91	6
C/C(=N\NC(=O)c1ccc(Br)cc1)c1ccccc1	70*	-1.4	20	-3	0	3	1.2	-14
CCOC(=O)N1CC=C2C(C#N)=C(N)C(C#N)(C#N)[C@H](c3ccc(OC(C)C)c(OCC)c3)[C@H]2C1	-21	-0.5	-271	-3	-20	3	1	11
CCCCNS(=O)(=O)CCNCc1ccco1	/	-1.6	1	0	0	/	/	-11
Cc1nc(NC(=O)C2CC2)sc1C(=O)Nc1ccccc1Cl	9	1.9	7	-1	1	-7	1.1	-2
Cn1c(N)c(C(=O)COC(=O)C2CC(=O)N(Cc3ccccc3)C2)c(=O)n(C)c1=O (configuration not stated)	3	-0.2	7	-2	1	-12	1.1	5
c1ccc(-c2csc(N3CCN(c4ccccn4)CC3)n2)cc1	-8	0.8	7	-17	1	8	1.2	13
O/N=C/c1cc(Br)cc(Br)c1OCc1ccccc1	-4	13	30	-12	0	2	1	7
CCN(C(=O)COC(=O)Cn1c(=O)oc2ccccc21)c1c(N)n(Cc2ccccc2)c(=O)[nH]c1=O	/	-1.8	-6	0	2	-55	/	-1
Cc1cc(NC(=O)CCC(=O)N(CC(=O)NCC2CCCO2)c2ccc(C(C)C)cc2)no1 (configuration not stated)	-24	-1.7	10	3	0	2	0.85	-6
CC(C)NC(=O)c1onc(CSc2cccc3ccccc23)c1C(=O)O	-17	2.8	13	-7	2	-13	0.95	-13
CC(C)CN(CC(C)C)S(=O)(=O)N1CCC(C(=O)NCc2cccs2)CC1	7	1.2	4	7	2	7	1.2	-21
CCOC(=O)C1=C(COC(=O)CNC(=O)c2ccc(C)cc2)NC(=O)NC1C (configuration not stated)	3	0.9	2	0	0	1	1.2	-20
COc1ccc(-c2noc(N3CCC(C(=O)Nc4cc(OC)ccc4OC)CC3)n2)cc1	-8	-1.4	11	-8	2	-4	1	38
Cc1ccc(C(=O)/C=C/Nc2ccc(S(=O)(=O)Nc3onc(C)c3C)cc2)cc1	22	0.1	-43	-7	-24	-10	1.1	-27
COC(=O)c1cc(CSc2nnc(-c3ccccc3)c(-c3ccccc3)n2)oc1C	2	4.6	12	-1	2	3	0.9	13
CCN(Cc1ccccc1)S(=O)(=O)c1ccc(C(=O)N(CCCN(C)C)c2nc3cc4c(cc3s2)OCCO4)cc1	-15	59*	5	-3	1	18	1.1	20
O=C1CNC(=O)N1c1ccc(Cl)cc1	-11	0.2	16	2	0	-5	0.98	8
CC(C)CCOc1ccc(C(=O)NCC(c2cccs2)N2CCOCC2)cc1 (configuration not stated)	-17	4.7	10	0	2	-8	1.1	9
CCOCN(C(=O)Cn1c(C(C)O)nc2ccccc21)c1c(C)cccc1CC (configuration not stated)	-2	-0.5	20	0	0	-2	1.1	7
COc1cc(C)c(Cl)cc1S(=O)(=O)N(C)C	12	-2.3	18	2	1	2	1.5	5
COc1ccc(/C=C/C(=O)Nc2nc(N)n(-c3ccccc3)n2)cc1	-16	-0.1	1	-19	1	-3	0.84	-11
Cc1ccc(C(=O)Nc2ccc3cn[nH]c3c2)cc1S(=O)(=O)N1CCCCC1	6	0.1	8	-6	-1	-31	0.87	9
CSC1=NN(c2ccccc2)CN(c2ccccc2)N1C	/	0.0	17	/	-1	/	/	17
Cn1c(Cc2cccs2)nnc1SCC(=O)N1CCc2ccccc21	7	-3.0	8	-2	-1	-12	1.1	30
O=C(NCC(c1ccc(F)cc1)N1CCOCC1)c1ccccc1F (configuration not stated)	0	-0.5	11	0	0	-2	1	-7
COCCNC(=O)c1ccc(N(C)S(=O)(=O)c2ccc(OC)c(OC)c2)cc1	-8	-1.4	13	0	-1	-6	1.2	-8
